# TDP2 absorb = TDP2 (human) inhibition, absorbance primary screen. hit rate 0.34% among 370,000. O95551. recombinant TDP2, T5PNP hydrolysis, p-nitrophenol absorbance 415 nm. inhibition, % at 12.8 µM;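 active means inhibition above the mean of all tested compounds plus 3 SD, set per campaign, cut at about 25% in these data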;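 further: 0% = DMSO with enzyme and 100% = buffer with substrate but no TDP2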
# Target sequence (O95551 whole entry, looked up): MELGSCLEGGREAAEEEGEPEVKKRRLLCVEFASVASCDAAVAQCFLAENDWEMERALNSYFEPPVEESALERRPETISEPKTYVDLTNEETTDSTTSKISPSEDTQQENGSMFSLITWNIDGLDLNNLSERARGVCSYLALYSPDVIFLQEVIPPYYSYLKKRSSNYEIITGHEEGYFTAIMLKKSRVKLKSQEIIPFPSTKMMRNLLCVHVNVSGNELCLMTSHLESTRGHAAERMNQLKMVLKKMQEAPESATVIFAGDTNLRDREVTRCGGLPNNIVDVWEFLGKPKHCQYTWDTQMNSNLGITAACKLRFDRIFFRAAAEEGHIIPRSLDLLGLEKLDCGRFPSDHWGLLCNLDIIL
#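 System – recombinant human TDP2 · Quantity – TDP2 enzyme at 120 nM final · Doses – single concentration, 12.8 µM nominal, with 1% DMSO · Incubation – 2 h at 37 °C · Measured by – epi absorbance of p-nitrophenol freed from T5PNP by hydrolysis · Read-out – % inhibition relative to enzyme-containing and enzyme-free wells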
# ASAP1 GAP inh = inhibitors of human ASAP1 ArfGAP activity | ASAP1-stimulated ARF1 GTP hydrolysis, GDP FP detection | inhibition, % at 16.5 µM | hit rate 0.19% among 360,000; in the data active means inhibition above about 25%;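 further: 0% = vehicle with enzyme and substrate and 100% = no enzyme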
# PLCg1 inh = blocks human PLC-gamma1 enzyme activity; P19174; purified PLC-gamma1, fluorogenic substrate, fluorescence; inhibition, % at 12.2 µM; hit rate 0.84% among 370,000; AID 720700; in the data active means inhibition above about 9.5%
# ADAM10 inh = inhibits human ADAM10 | O14672 | recombinant ADAM10, EDANS/DABCYL FRET peptide cleavage, 3 h | inhibition, % at 7 µM | hit rate 0.62% among 370,000 | AID 720582;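 active means inhibition above a per-campaign cutoff equal to the mean of compounds falling between control-based bounds plus 3 SD, cut at about 20% in these data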;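 further: 0% = DMSO wells while the 100% control is not disclosed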
# ADAM17 inh = inhibitors of human ADAM17; recombinant ADAM17, EDANS/DABCYL FRET peptide cleavage; inhibition, % at 6.95 µM; hit rate 0.83% among 370,000; AID 720648;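 active means inhibition above the mean of compounds lying between control limits plus 3 SD, set per campaign, cut at about 8.5% in these data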;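 further: 0% = DMSO-only wells as the low control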
# ARFGAP1 inh = inhibits rat ARF GTPase activating protein 1; Arfgap1-stimulated ARF1 GTP hydrolysis, GDP FP detection; inhibition, % at 16.5 µM; hit rate 0.26% among 360,000;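 active means inhibition above a per-plate limit, mean inhibition of low control wells plus 3 SD, cut at about 25% in these data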;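 further: 0% = DMSO wells with enzyme and 100% = wells lacking Arfgap1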
# Target sequence (Q62848 1-136 limits assumed): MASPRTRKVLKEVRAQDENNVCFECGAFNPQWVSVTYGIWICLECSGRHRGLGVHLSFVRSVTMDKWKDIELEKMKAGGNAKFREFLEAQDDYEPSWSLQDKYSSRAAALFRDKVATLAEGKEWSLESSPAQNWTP
#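 Repeats: one replicate per compound; assay system: rat Arfgap1 catalytic domain, aa 1-136; times: enzyme reaction 120 min at 25 °C after 20 min preincubation; detection: FP of antibody-bound GDP Alexa 633 tracer, ex 620/em 688 nm; benchmarks: high control wells lacking Arfgap1, low control full reaction with DMSO; reagent: human ARF1(Δ1-17)-GTP substrate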
# SIAE primary = inhibitors of human sialic acid acetylesterase SIAE; inhibition, % at 9.66 µM; hit rate 0.69% among 370,000; SIAE FP-Rh probe binding, fluorescence polarization; Q9HAT2;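 active means inhibition above a cutoff: mean of compounds within the control limits plus 3 SD of those, cut at about 17% in these data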;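 further: 0% = plate median of compound wells and 100% = probe without SIAE protein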
# Target sequence (Q9HAT2 whole entry, looked up): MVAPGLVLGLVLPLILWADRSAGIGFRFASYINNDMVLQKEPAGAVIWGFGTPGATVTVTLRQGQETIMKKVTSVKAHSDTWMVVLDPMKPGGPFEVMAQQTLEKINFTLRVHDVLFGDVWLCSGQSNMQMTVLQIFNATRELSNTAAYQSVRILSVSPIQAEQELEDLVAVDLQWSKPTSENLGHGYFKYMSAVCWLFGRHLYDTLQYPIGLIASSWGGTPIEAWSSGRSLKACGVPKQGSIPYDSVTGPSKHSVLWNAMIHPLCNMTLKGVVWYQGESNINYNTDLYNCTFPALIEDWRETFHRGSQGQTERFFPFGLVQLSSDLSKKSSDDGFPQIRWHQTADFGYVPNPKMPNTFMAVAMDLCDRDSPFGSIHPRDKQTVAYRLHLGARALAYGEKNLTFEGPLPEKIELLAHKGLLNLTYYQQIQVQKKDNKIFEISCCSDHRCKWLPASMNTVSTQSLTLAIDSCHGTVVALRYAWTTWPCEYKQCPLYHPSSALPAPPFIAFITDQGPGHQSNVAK
# Tn6 DDE FP = DD(E)-Tn6 binding inhibition, primary FP screen; P02675; Fibrin DD(E) TRITC-Tn6 fluorescence polarization displacement; inhibition, % at 8.3 µM; hit rate 0.21% among 370,000; AID 720509;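 active means inhibition above a per-campaign cutoff: mean of compounds within control limits plus 3 SD, cut at about 15% in these data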;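 further: 0% = median of all compound wells on the plate and 100% = blocking peptide control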
# Tn7 DDE FP = disrupts Tn7 cyclic peptide binding to fibrin D-Dimer-E complex; inhibition, % at 8.3 µM; hit rate 0.13% among 370,000; FP displacement of FITC-Tn7 peptide from fibrin DD(E); 0% = median of compound wells per plate;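 active means inhibition above the mean of compounds falling within the control limits plus 3 SD of them, cut at about 14% in these data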;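 further: 0% = plate median of compound wells and 100% = 10 µM Aha-Tn7 peptide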
#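 Assay system: human fibrin DD(E) protein / Input: 2 µM fibrin DD(E) / Benchmarks: high control of 10 µM Aha-Tn7 peptide / Measured by: fluorescence polarization of the labelled Tn7 tracer / Medium: Tris buffer with calcium and detergent, pH 7.8 / Timing: 10 min compound pre-incubation, 3 h probe incubation at room temperature / Repeats: one replicate per compound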
# PLC-beta3 inh = blocks human PLC-beta3 enzyme activity; Q01970; Purified PLC-beta3, fluorogenic substrate, fluorescence; inhibition, % at 12.2 µM; hit rate 0.18% among 370,000; AID 720704; in the data active means inhibition above about 11%;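 further: 0% = median of compound wells on plate and 100% = full blocker control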
# * hit, by the source's call.
SMILES	TDP2 absorb	ASAP1 GAP inh	PLCg1 inh	ADAM10 inh	ADAM17 inh	ARFGAP1 inh	SIAE primary	Tn6 DDE FP	Tn7 DDE FP	PLC-beta3 inh
O=C(c1cc(=O)c2ccccc2o1)N1CCN(c2ccccc2F)CC1	8	7	2	-3	-6	-9	12	-2	2	-4
CCN(C(=O)COC(=O)/C=C/c1ccc(S(=O)(=O)N2CCc3ccccc32)cc1)C1CCS(=O)(=O)C1 (configuration not stated)	-3	-10	0	10	2	-5	-3	0	-6	3
O=C(COC(=O)COc1ccccc1[N+](=O)[O-])NCc1ccc2c(c1)OCO2	-22	1	13*	9	5	1	-7	0	-10	8
CC1(C)CC(=O)/C(=C(/O)CCCN2C(=O)c3ccccc3C2=O)C(=NC(C)(C)C)C1	-25	6	5	-14	-3	-4	-9	-6	-4	-6
Cc1ccc(C(=O)NCc2ccco2)cc1[N+](=O)[O-]	-8	-6	3	3	1	-3	3	0	-7	1
COc1ccc(C2/C(=C(/O)c3ccccc3)C(=O)C(=O)N2C)cc1 (configuration not stated)	4	2	3	-9	-3	-3	1	3	3	4
CSCCC(NS(=O)(=O)c1ccccc1)C(=O)OC(C)C(=O)Nc1ccc(Cl)cn1 (configuration not stated)	-6	2	1	-26	-1	3	1	-2	-2	-7
N#C/C(=C\c1ccc(-c2ccccc2[N+](=O)[O-])o1)C(=O)N1CCOCC1	6	-4	-1	-6	-1	4	5	-4	-6	0
COc1cc([N+](=O)[O-])cc(/C=N/NC(=O)c2ccc(C)nc2)c1O	-7	11	0	4	1	4	-2	0	5	2
COc1ccc(OCC(=O)NNc2nc3ccccc3s2)cc1	-9	-22	-6	2	0	-2	1	3	5	-7
COc1ccc(C(=O)N2CCCCC2c2cc(C(=O)NCc3cccnc3)no2)cc1 (configuration not stated)	-6	11	3	-8	-1	-10	5	-2	-1	1
N#Cc1cc(C#N)c(SCC(=O)NCC2CCCO2)nc1N (configuration not stated)	-12	1	-3	-49	-20	0	-1	-2	-2	-16
Cc1ccc(C(=O)CN2C(=O)c3ccccc3S2(=O)=O)cc1	-18	-1	8	-3	-5	13	-5	-2	-1	-1
Cc1cc2cc3c(cc2nc1SCC(=O)N1CCOCC1)OCO3	-10	14	2	-6	-6	7	2	-3	1	-1
CC(=O)Nc1cccc(-c2ccnc3c2CC(C)(C(=O)Nc2ccc(F)c(Cl)c2)O3)c1 (configuration not stated)	1	15	4	7	-1	6	-7	5	6	1
O=C(NCc1ccc(Cl)cc1Cl)C1CCN(S(=O)(=O)c2ccc3c(c2)OCCCO3)CC1	-14	4	1	4	8	-1	-9	7	-6	3
Cn1ccnc1SCC(=O)c1ccc(OC(F)F)cc1	15	-10	-2	-3	-1	-3	6	0	-3	2
CCc1ccccc1NC(=O)CN1CCN(C(=O)c2cccc(-n3cnnn3)c2)CC1	4	1	-2	-11	-3	4	7	4	-1	-6
COc1ccc(C(CNC(=O)CCNS(=O)(=O)c2ccccc2C(F)(F)F)N2CCOCC2)cc1 (configuration not stated)	-2	9	2	-10	-4	0	-1	5	7	-4
O=C(COc1ccc2ccccc2c1)N1CCN(C(=O)c2cccnc2)CC1	-7	2	3	1	-1	1	7	-6	1	0
COc1cc(C2C3C(=O)N(c4ccc(F)cc4)C(=O)C3ON2c2ccccc2)ccc1O (configuration not stated)	-12	-11	-2	-2	0	-15	-7	1	4	-4
O=C(CSC(=S)N1CCCCC1)c1c(F)cccc1F	-3	-7	-2	-6	-2	4	-7	-12	4	-10
CCc1ccc(OCC(=O)NNC(=O)CNC(=O)c2ccc(Br)o2)cc1	-9	4	1	-55	-7	1	-9	5	-3	-5
COc1ccc2c(c1)CCC1C2=NN(/C(C)=C\C(C)=O)C1c1ccc(F)cc1 (configuration not stated)	-14	-3	-22	-9	-4	0	3	-4	-6	-31
Cc1ccc(Nc2cc(C)nc3c(C)ccc([N+](=O)[O-])c23)cc1	-10	10	6	6	3	0	3	1	-4	2
O=C(Nc1nnc(SCc2cccc(F)c2)s1)c1ccco1	-5	0	-28	-13	-5	2	-4	-2	-7	-52
C=CCN1C(=O)c2ccc(C(=O)OCC(=O)Nc3ccccc3OC)cc2C1=O	-9	12	5	-6	-4	4	-1	4	11	-6
CCOCCCNC(=S)N(CCN(C)C)Cc1cc2cc3c(cc2[nH]c1=O)OCCO3	7	-4	-41	-290	-100	5	3	0	-1	-59
Cc1ccc(-c2n[nH]c(=S)n2/N=C/c2c(C)nn(-c3ccccc3)c2C)cc1	1	-6	2	7	0	5	-18	-4	-8	3
Cc1ccc2nc(SCC(=O)N3CC(C)OC(C)C3)nc(=O)n2c1 (configuration not stated)	11	41*	-5	-29	-13	84*	-6	-2	1	-11
Cc1cc(C)cc(N(CC(=O)NC(C)(C)C)C(=O)CCC(=O)Nc2ccccn2)c1	-3	-13	-1	6	-2	-3	6	-6	8	-4
C[C@@H]1CN([C@@H](C)CO)C(=O)c2cc(C#Cc3cccc(F)c3)cnc2O[C@@H]1CN(C)CC1CCOCC1	-1	-4	-15	-24	-6	3	-2	8	4	-21
COc1ccc(CN2C(=O)c3ccccc3C2(C)c2nc3ccccc3[nH]2)cc1 (configuration not stated)	5	8	-1	-2	-3	-1	0	6	-4	-2
NC1=NC[C@@H](Cc2ccc(O)cc2)N1CCc1cc(C(F)(F)F)cc(C(F)(F)F)c1	0	0	3	2	-3	6	-4	-1	9	4
Cc1cc(=O)n(CCC(=O)O)c2ccccc12	0	15	0	-13	-2	-5	-9	-11	-9	1
O=C(Nc1cccc(-c2nnc(-c3ccccc3)o2)c1)C1CCCO1 (configuration not stated)	-22	-9	8	11	6	-1	6	3	3	6
Cc1cc(C(=O)COC(=O)c2ccc(F)cc2)c(C)n1C	-3	-12	-3	-1	-1	8	5	-3	3	2
CC(NC(=O)CCc1nnc(CCCc2ccccc2)o1)c1ccccc1 (configuration not stated)	-5	-12	-5	5	-6	0	-5	2	4	0
Cc1cc(C)c2cc(CN(Cc3cccnc3)C(=O)c3ccc(F)cc3)c(Cl)nc2c1	-5	9	-1	-30	-5	0	0	6	1	-1
COc1ccc(C(CNC(=O)c2ccc(-c3nc4ccccc4s3)o2)N2CCCC2)cc1 (configuration not stated)	-1	2	-20	-160	-40	-6	-18	-6	-8	-29
O=C(CCC(=O)c1cccs1)NCc1cccnc1	-17	10	-1	-7	0	-5	-3	5	-5	-2
Cc1cc(C)cc(NC(=O)C(=S)NCc2ccccc2)c1	-1	-1	4	13	-1	12	-5	-1	1	-4
CCCCN1C(=O)C(CC(=O)NCCCCc2ccccc2)CC(C(=O)N(C(C)C)C(C)C)=C1C (configuration not stated)	-4	3	-1	-18	0	4	3	1	1	0
C=CCC1(CC=C)CCCN1C(=O)CC1C(=O)NCCN1Cc1cccc(OC)c1 (configuration not stated)	-1	1	-3	-2	0	-2	5	5	1	-1
CCOC(=O)C1(C)CCCCN1C(=O)c1cccs1 (configuration not stated)	2	4	-1	0	-2	-2	-6	5	-6	-13
Cc1ccc(NC(=O)CCCCCN2C(=O)[C@@H]3Cc4ccccc4CN3C2=O)c(C)c1	5	-15	0	3	-5	1	1	3	-9	-4
COC(=O)c1cccc2c1NC(=O)C2=O	19	-2	-2	0	-3	-3	1	2	-2	-5
Cc1ccc(Cn2c(C(C)Nc3nc(-c4ccc(Cl)cc4)cs3)nc3cc(C(=O)NCCCO)ccc32)cc1 (configuration not stated)	-4	17	-44	-4	5	-10	0	-1	-9	-67
Cc1nc2c(C)cccc2cc1C(=O)N/N=C/c1cccnc1	-6	-7	-7	-3	-3	-2	18*	4	-2	-8
Cc1ccc(-n2ncc(C(=O)Nc3cc(Cl)ccc3C)c2C2CCNCC2)cc1C	0	8	-1	0	-3	9	-3	1	3	-2
CCn1ccnc1CN(C)Cc1cn[nH]c1-c1ccc(OC)c(F)c1	-2	1	5	-3	-2	4	-7	-7	0	-11
O=C(Nc1ccc2c(c1)OCO2)c1nn(-c2ccccc2)c(=O)c2ccccc12	-3	2	2	0	-2	-3	1	-4	5	0
O=C(CC12CC3CC(CC(C3)C1)C2)N/N=C/c1ccc([N+](=O)[O-])o1	3	-4	-1	2	0	5	1	0	2	-6
CC(=O)C1=C(O)C(=O)N(CCc2c[nH]c3ccccc23)C1c1ccc(O)cc1 (configuration not stated)	10	-6	-1	-4	-1	-1	1	6	-3	-10
COc1ccccc1/C=C/C(=O)OCC(=O)Nc1cc(C(F)(F)F)ccc1N1CCOCC1	-10	-13	6	9	6	1	3	-10	-6	4
NC(CO)(CO)COCc1ccccc1	8	-15	-1	5	-3	3	3	0	4	-5
CC(=O)Nc1ccc(OC(=O)N2CCCC2)cc1	2	-15	-2	-4	-1	2	6	-3	2	-5
O=S(=O)(c1ccccc1)c1nc(-c2ccccc2Cl)oc1NCCCN1CCOCC1	-7	19	-1	-5	7	-7	-6	4	-9	-3
Cc1ccc2c(c1)C(c1ccccc1)N(C(=O)c1ccc(Br)cc1)CC(=O)N2 (configuration not stated)	5	-3	1	-9	-1	8	0	1	-2	2
C#CCNC(=O)C1=C[C@@H](c2ccc(Br)cc2)C[C@@H](OCc2ccc(CO)cc2)O1	-7	-1	-1	11	4	-5	-6	4	-6	3
Cc1ccccc1NC(=O)CCN1CCN(CCO)CC1	-1	-5	-1	-4	-5	-1	-3	7	11	-6
O=C(O)CSCC(=O)N1CCCN(c2nc3ccc(Cl)cc3s2)CC1	-1	-5	1	-5	-7	4	8	-3	-1	-6

# In the list so far, 2 contain a COOH group:
SMILES	TDP2 absorb	ASAP1 GAP inh	PLCg1 inh	ADAM10 inh	ADAM17 inh	ARFGAP1 inh	SIAE primary	Tn6 DDE FP	Tn7 DDE FP	PLC-beta3 inh
Cc1cc(=O)n(CCC(=O)O)c2ccccc12	0	15	0	-13	-2	-5	-9	-11	-9	1
O=C(O)CSCC(=O)N1CCCN(c2nc3ccc(Cl)cc3s2)CC1	-1	-5	1	-5	-7	4	8	-3	-1	-6
